# High-throughput results: PubChem BioAssay, Sanford-Burnham Center for Chemical Genomics
# hIAP block – blocks human intestinal alkaline phosphatase; AID 2544; hit rate 0.12% among 330,000; inhibition, % at 10 µM; P09923; purified IAP, CDP-Star luminescence, 30 min;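 active = inhibition reaching a set limit with compound at 10 µM in the primary screen, cut at about 35% in these data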;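 also: plate controls were DMSO wells with enzyme for no effect and no-enzyme buffer wells for full effect; values of inactives mirror those of a sister screen read the other way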
# Target sequence (P09923 whole entry, looked up): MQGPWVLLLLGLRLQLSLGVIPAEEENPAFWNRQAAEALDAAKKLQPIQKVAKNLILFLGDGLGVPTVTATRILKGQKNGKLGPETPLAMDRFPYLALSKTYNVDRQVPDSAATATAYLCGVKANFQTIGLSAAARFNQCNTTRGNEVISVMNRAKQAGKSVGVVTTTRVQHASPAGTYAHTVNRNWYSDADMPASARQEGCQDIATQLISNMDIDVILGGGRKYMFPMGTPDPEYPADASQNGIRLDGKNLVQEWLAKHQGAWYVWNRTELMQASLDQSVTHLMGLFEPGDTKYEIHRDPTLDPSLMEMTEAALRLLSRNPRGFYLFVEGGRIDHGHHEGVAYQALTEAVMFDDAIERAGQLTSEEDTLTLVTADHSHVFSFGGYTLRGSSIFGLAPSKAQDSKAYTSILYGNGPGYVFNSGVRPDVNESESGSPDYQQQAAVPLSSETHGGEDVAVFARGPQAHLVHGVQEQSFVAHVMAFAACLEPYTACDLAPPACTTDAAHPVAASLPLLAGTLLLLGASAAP
# hIAP activ – increases human intestinal alkaline phosphatase activity; AID 2524; purified human IAP, CDP-Star luminescence, 30 min; active compounds read high; 1 = vehicle-only enzyme, 0 = enzyme-free background; hit rate 0.16% among 330,000; activation factor at 10 µM; P09923;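 active = activation factor of the enzyme at least 2-fold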; also: the source names both 10 and 20 µM as test concentration; values of inactives mirror those of a sister screen read the other way
# ATG4B inh – blocks human ATG4B protease cleavage of LC3 substrate. AID 504462. ATG4B cleavage of LC3-PLA2, NBD-HPC fluorescence, 1 h. Q9Y4P1. hit rate 0.51% among 340,000. inhibition, % at 8.33 µM; in the data active = inhibition above about 40%
# Target sequence (Q9Y4P1 whole entry, looked up): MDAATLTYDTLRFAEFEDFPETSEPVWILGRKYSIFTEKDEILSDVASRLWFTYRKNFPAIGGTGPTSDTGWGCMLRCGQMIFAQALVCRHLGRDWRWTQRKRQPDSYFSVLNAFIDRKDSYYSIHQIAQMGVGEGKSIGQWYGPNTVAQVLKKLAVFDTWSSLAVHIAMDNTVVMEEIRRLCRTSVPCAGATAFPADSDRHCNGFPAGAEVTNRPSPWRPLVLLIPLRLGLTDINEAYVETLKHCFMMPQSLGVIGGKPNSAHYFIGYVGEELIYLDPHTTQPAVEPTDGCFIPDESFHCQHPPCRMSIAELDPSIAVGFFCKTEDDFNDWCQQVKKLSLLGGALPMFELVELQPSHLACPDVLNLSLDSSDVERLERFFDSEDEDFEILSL
# mIAP activ – mouse IAP activation | hit rate 0.24% among 330,000 | muIAP, CDP-Star luminescence, 30 min; active compounds read high; 1 = vehicle-only enzyme signal, 0 = enzyme-free wells | activation factor at 10 µM;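 active = activation factor of at least 2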; also: the source names both 10 and 20 µM as test concentration; values of inactives mirror those of a sister screen read the other way
#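 Assay system: mouse IAP enzyme / Compound: DMSO-dissolved test compounds / Timing: 30 min, room temperature / Measured by: luminescence from enzymatic CDP-Star hydrolysis / Control set: DMSO-only wells, enzyme-free buffer wells as negative control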
# TIM10 inh – growth inhibitors of TIM10 yeast strain. AID 463195. S. cerevisiae TIM10 strain growth, BacTiter-Glo luminescence, 24 h. inhibition, % at 10 µM. hit rate 1.4% among 330,000;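 active = inhibition of 40% or more at the single tested concentration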;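 also: wild-type TIM10 isogenic control strain grown at permissive 25 °C; 0% = DMSO yeast wells and 100% = minimal medium wells without yeast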
# NALP3 yeast inh – blocks the NALP3 inflammasome reconstituted in yeast. Yeast reconstituted NLRP3/ASC/caspase-1, beta-gal luminescence, 24 h. AID 2825. hit rate 0.39% among 330,000. inhibition, % at 10 µM;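 active = inhibition of 50% or more; inactive = inhibition below 50%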;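 also: plate controls were induced DMSO wells for no effect and uninduced yeast grown without galactose for full effect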
# mIAP block – mouse IAP inhibition; purified mouse IAP, CDP-Star luminescence, 30 min; AID 2806; inhibition, % at 10 µM; hit rate 0.2% among 330,000;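 active = inhibition of at least 40% at 10 µM in the primary screen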;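 also: plate controls were DMSO with enzyme for no effect and no enzyme wells for full effect; values of inactives mirror those of a sister screen read the other way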
# tim10-1 inh – growth inhibitors of tim10-1 mutant yeast; S. cerevisiae tim10-1 ts strain growth, BacTiter-Glo, 24 h; inhibition, % at 20 µM; hit rate 2.2% among 330,000; AID 463190;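 active = inhibition of at least 40%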;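 also: mutant grown at 25 °C; 0% = DMSO wells with yeast and 100% = wells holding no yeast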
# Apaf1 inhib – blocks human Apaf-1 apoptosome activity; O14727; reconstituted apoptosome caspase-3 activity, DEVD-Rh110 fluorescence; inhibition, % at 20 µM; hit rate 0.71% among 330,000; AID 489030; active = inhibition of at least 40% at 20 µM;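 also: plate controls were DMSO wells for no effect and DEVD-CHO caspase inhibitor wells for full effect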
#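 System: reconstituted apoptosome with Apaf-1, cytochrome c, caspase-9, procaspase-3, dATP; Signal: Rh110 fluorescence intensity; Schedule: 30 min compound preincubation, 50 min activation, room temperature; Reagent: cytochrome c trigger plus (Z-DEVD)2-Rh110 caspase-3 substrate.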
# * marks the source's active call; other numbers are inactive results.
1. O=C(C1=C[C@@H](c2ccc(C(F)(F)F)cc2)C[C@@H](OCc2ccc(CO)cc2)O1)N1CCN(Cc2ccc3c(c2)OCO3)CC1
2. Cc1cc(C)c(C(=O)CSC2=NC(N)=C(C#N)C3(CCCCC3)C2C(N)=O)cc1C (stereo not given)
3. Cc1noc(C)c1C(=O)OCC(=O)c1cc(C)n(Cc2ccccc2Cl)c1C
4. Cc1cc(C)c(S(=O)(=O)NCCOc2ccccc2)c(C)c1-n1cnnn1
5. Cc1cnc2c(C(=O)O)cnn2c1
6. CCN(CC)CCCN(Cc1cc2cc3c(cc2[nH]c1=O)OCO3)C(=S)Nc1ccc(OC)cc1

assay / compound	1	2	3	4	5	6
mIAP block	-0.9	9.0	-1.6	-13.2	2.7	9.3
tim10-1 inh	17.5	19.5	34.4	22.4	1.7	-2.0
mIAP activ	1.01	0.91	1.02	1.13	0.973	0.907
ATG4B inh	-11.9	0.5	6.5	-1.8	-3.0	-6.3
hIAP block	-2.3	-5.3	17.9	-18.4	2.9	-0.9
hIAP activ	1.02	1.05	0.821	1.18	0.971	1.01
NALP3 yeast inh	12.8	18.0	-3.6	-13.7	18.2	14.5
TIM10 inh	11.3	15.7	13.7	-18.8	8.1	3.5
Apaf1 inhib	18.6	20.0	19.8	0.1	0.4	4.1

7. Cc1ccc(NC(=S)NN2CCN(C)CC2)c(C)c1
8. CCOc1ccc(C(=O)NCC(C)NC(=O)c2ccc(OCC)cc2)cc1 (stereo not given)
9. O=S(=O)(c1ccc2c(c1)OCCO2)N1CCN(S(=O)(=O)c2ccccn2)CC1
10. COc1cccc(OC(=O)CSc2nnc(-c3ccccc3Br)o2)c1
11. CCc1ccc(OCC(=O)Nc2cccc3nsnc23)cc1
12. COC(=O)CCCCCN1C(=O)NC(c2ccc(-c3ccccc3)cc2)C(C(=O)OCc2ccccc2)=C1C (stereo not given)

assay / compound	7	8	9	10	11	12
mIAP block	-2.2	4.5	-18.9	11.7	-0.9	6.4
tim10-1 inh	14.1	2.6	5.9	14.4	18.9	0.9
mIAP activ	1.02	0.955	1.19	0.883	1.01	0.936
ATG4B inh	-1.5	-5.8	6.1	-1.6	-3.9	-16.3
hIAP block	-3.6	12.0	12.6	8.6	0.0	-8.8
hIAP activ	1.04	0.88	0.874	0.914	1	1.09
NALP3 yeast inh	2.6	16.2	2.2	4.9	-2.6	13.1
TIM10 inh	-3.4	-7.5	-0.9	0.9	6.7	2.9
Apaf1 inhib	7.8	22.2	13.8	0.0	-1.6	19.3

13. Cc1cc2oc(=O)cc(C)c2cc1NC(=O)CCC(=O)O
14. CCN(CC(=O)NCc1cccs1)C(=O)/C=C/c1cc(OC)c(OC)c(OC)c1
15. CCCn1cc(SCC(=O)Nc2ccc3c(c2)OCO3)c2ccccc21
16. COc1ccccc1N(CC(=O)NCC1CCCO1)C(=O)Cn1nnc(-c2cccs2)n1 (stereo not given)
17. O=C1C2CC=C(Cl)CC2C(=O)N1CCC[n+]1ccccc1 (stereo not given)
18. CCc1noc(C)c1C(=O)NNC(=O)c1ccccc1F

assay / compound	13	14	15	16	17	18
mIAP block	8.0	-2.3	-22.6	-6.1	-5.7	-2.0
tim10-1 inh	-5.7	9.7	42.5*	16.1	0.0	-9.6
mIAP activ	0.92	1.02	1.23	1.06	1.06	1.02
ATG4B inh	-5.5	-2.3	-8.1	-7.3	3.0	7.2
hIAP block	0.1	-4.3	-9.9	2.5	2.5	-6.5
hIAP activ	0.999	1.04	1.1	0.975	0.975	1.06
NALP3 yeast inh	-2.3	3.7	27.6	14.1	9.6	9.1
TIM10 inh	0.1	1.7	14.7	2.6	-8.0	-3.5
Apaf1 inhib	-18.2	0.4	9.1	3.3	23.8	-4.6

19. COC(=O)c1c(C)oc(C)c1S(=O)(=O)N1CCCC1
20. Cc1ccc2nsnc2c1S(=O)(=O)N1CCCC1
21. COc1ccc(C2CC(c3ccc(Cl)cc3Cl)n3nc(N)nc3N2)cc1 (stereo not given)
22. CCOC(=O)N1CCN(C(=O)/C(=C/c2ccc(F)cc2)NC(=O)c2ccccc2)CC1
23. CC(=O)N1CCc2cc(Br)cc(S(=O)(=O)NCCCN3CCC(C)CC3)c21
24. COc1ccc(C)cc1NC(=O)C(c1ccccc1)N1CCN(CC(=O)N2CCCC2)CC1 (stereo not given)

assay / compound	19	20	21	22	23	24
mIAP block	5.3	10.1	2.9	-3.0	-1.8	4.5
tim10-1 inh	-1.8	4.1	-2.8	10.9	10.8	-2.9
mIAP activ	0.947	0.899	0.971	1.03	1.02	0.955
ATG4B inh	-2.0	-3.8	8.3	-8.9	1.4	-8.9
hIAP block	-1.7	6.0	-0.5	-15.5	2.6	-7.5
hIAP activ	1.02	0.94	1	1.16	0.974	1.07
NALP3 yeast inh	1.6	24.1	9.1	7.7	4.2	7.6
TIM10 inh	-7.3	7.6	2.3	5.5	25.5	3.7
Apaf1 inhib	-15.2	4.9	1.5	1.9	3.7	4.8

# Profiles as entered above. Order of values: mIAP block	tim10-1 inh	mIAP activ	ATG4B inh	hIAP block	hIAP activ	NALP3 yeast inh	TIM10 inh	Apaf1 inhib
# Profile of COc1ccc(C2CC(c3ccc(Cl)cc3Cl)n3nc(N)nc3N2)cc1 (stereo not given) : 2.9	-2.8	0.971	8.3	-0.5	1	9.1	2.3	1.5
# Profile of COC(=O)c1c(C)oc(C)c1S(=O)(=O)N1CCCC1 : 5.3	-1.8	0.947	-2.0	-1.7	1.02	1.6	-7.3	-15.2
# Profile of Cc1ccc2nsnc2c1S(=O)(=O)N1CCCC1 : 10.1	4.1	0.899	-3.8	6.0	0.94	24.1	7.6	4.9
# Profile of CCOC(=O)N1CCN(C(=O)/C(=C/c2ccc(F)cc2)NC(=O)c2ccccc2)CC1 : -3.0	10.9	1.03	-8.9	-15.5	1.16	7.7	5.5	1.9

# (listing goes on)
25. COc1ccc(/C=N/n2c(C)cc(C)cc2=O)cc1
26. C=CCc1ccc(OCCOc2ccc(/C=N/n3cnnc3)cc2OCC)c(OC)c1
27. CCOC(=O)C1=C(C)N(CCCC(=O)O)C(=O)NC1C(CC)CC (stereo not given)
28. CC(C)C[C@H](NC(=O)[C@@H]1Cc2ccccc2CN1C(=O)OC(C)(C)C)C(=O)NCC1CCC(C(=O)O)CC1 (stereo not given in full)
29. COc1cc(-c2nnc(SCC(=O)NC3CCS(=O)(=O)C3)o2)cc(OC)c1OC (stereo not given)
30. Cc1cc(NC(=O)CSc2ccc3nnc(-c4cccs4)n3n2)no1

assay / compound	25	26	27	28	29	30
mIAP block	10.8	2.1	13.3	4.1	-0.3	-3.2
tim10-1 inh	-0.8	11.3	-21.6	-1.5	-1.7	3.1
mIAP activ	0.892	0.979	0.867	0.959	1	1.03
ATG4B inh	-0.7	-19.2	0.6	2.3	-5.5	-3.0
hIAP block	10.3	1.1	-2.8	-5.4	-9.9	-22.1
hIAP activ	0.897	0.99	1.03	1.05	1.1	1.22
NALP3 yeast inh	4.1	16.1	13.8	-4.4	12.7	5.3
TIM10 inh	12.3	14.6	4.2	9.8	-16.5	8.1
Apaf1 inhib	10.0	0.5	-9.0	-1.0	-1.8	3.0

31. O=C1CCCN1CN(C(=O)c1ccc2c(c1)OCO2)c1ccc(F)cc1
32. O=C1c2ccccc2C(=O)N1CCc1nn[nH]n1
33. CN(C)CCCNc1c2c(nc3cc(-c4cccc(F)c4)nn13)CCC2
34. CC(C)NC(=O)CC1C(=O)N(Cc2ccccc2)C(C)c2nc3ccccc3n21 (stereo not given)
35. COc1ccccc1C(=O)NC(=S)Nc1cc(C(=O)O)ccc1C
36. O=C(c1cc([N+](=O)[O-])ccc1Cl)N1CCN(c2ccccc2)CC1

assay / compound	31	32	33	34	35	36
mIAP block	0.3	-9.7	2.5	-1.2	-8.7	-8.3
tim10-1 inh	12.8	34.4	6.5	11.1	19.4	-8.9
mIAP activ	0.997	1.1	0.975	1.01	1.09	1.08
ATG4B inh	7.5	-9.1	1.3	-14.5	-5.9	2.8
hIAP block	-0.4	-7.6	-10.5	-9.6	-2.1	-4.7
hIAP activ	1	1.08	1.1	1.1	1.02	1.05
NALP3 yeast inh	15.6	6.3	17.8	9.0	3.9	-11.5
TIM10 inh	-3.4	10.0	5.9	-5.4	-1.5	-13.1
Apaf1 inhib	9.3	-1.4	-14.9	3.6	16.0	0.4

37. O=[N+]([O-])c1ccc(NC(=S)N2CCN(c3ccccn3)CC2)cc1
38. O=C(Nc1ccc(S(=O)(=O)Nc2ncccn2)cc1)c1ccccc1Br
39. Cc1cccc(C(=O)N/N=C2\CS(=O)(=O)N(C)c3ccsc32)c1
40. CCCC(=O)Nc1cc(OC)c(C(=O)OC)cc1Cl
41. COc1ccc(-c2sccc2C(C)C(=O)O)cc1 (stereo not given)
42. CCc1nc2ccccc2n1Cc1cc(=O)n2cc(C)ccc2n1

assay / compound	37	38	39	40	41	42
mIAP block	6.6	5.7	8.0	3.0	1.1	1.0
tim10-1 inh	-6.5	10.3	14.4	6.6	11.4	26.4
mIAP activ	0.934	0.943	0.92	0.97	0.989	0.99
ATG4B inh	-3.4	7.5	2.2	-9.9	-2.6	-11.2
hIAP block	-16.3	15.9	-5.3	4.5	-20.9	5.0
hIAP activ	1.16	0.841	1.05	0.955	1.21	0.95
NALP3 yeast inh	20.6	2.3	-3.9	24.8	-4.9	5.7
TIM10 inh	-5.1	-2.0	-3.4	1.4	-3.6	-9.1
Apaf1 inhib	-3.1	3.3	-22.9	-10.8	2.2	8.5

# Retrieved by structure from the list above:
22. CCOC(=O)N1CCN(C(=O)/C(=C/c2ccc(F)cc2)NC(=O)c2ccccc2)CC1
35. COc1ccccc1C(=O)NC(=S)Nc1cc(C(=O)O)ccc1C
20. Cc1ccc2nsnc2c1S(=O)(=O)N1CCCC1
13. Cc1cc2oc(=O)cc(C)c2cc1NC(=O)CCC(=O)O

assay / compound	22	35	20	13
mIAP block	-3.0	-8.7	10.1	8.0
tim10-1 inh	10.9	19.4	4.1	-5.7
mIAP activ	1.03	1.09	0.899	0.92
ATG4B inh	-8.9	-5.9	-3.8	-5.5
hIAP block	-15.5	-2.1	6.0	0.1
hIAP activ	1.16	1.02	0.94	0.999
NALP3 yeast inh	7.7	3.9	24.1	-2.3
TIM10 inh	5.5	-1.5	7.6	0.1
Apaf1 inhib	1.9	16.0	4.9	-18.2

# Continuation:
43. Fc1cccc(C2NN=C(c3ccccc3)S2)c1 (stereo not given)
44. CC(C)c1c(O)nc(SCCC(=O)O)[nH]c1=O
45. CC(=O)N1CCN(S(=O)(=O)c2cccc(C(=O)OCc3ccc(C(C)(C)C)cc3)c2)CC1
46. Cc1ccc(-n2c(C)nnc2SCC(=O)N2CCOCC2)cc1
47. O=C(NC1CCCCC1)c1cc(-c2ccco2)on1
48. Cc1ccc2cccc(OCC(=O)N3CC(C)CC(C)C3)c2n1 (stereo not given)

assay / compound	43	44	45	46	47	48
mIAP block	2.5	0.8	9.2	-1.7	-2.5	0.7
tim10-1 inh	1.1	-1.6	39.5	-0.1	15.3	3.2
mIAP activ	0.975	0.992	0.908	1.02	1.02	0.993
ATG4B inh	1.1	-3.5	-9.9	4.0	0.6	7.2
hIAP block	-4.5	-3.1	-10.1	13.0	6.6	-5.7
hIAP activ	1.04	1.03	1.1	0.87	0.934	1.06
NALP3 yeast inh	26.2	-6.9	8.7	-9.0	28.9	11.4
TIM10 inh	8.6	-5.2	12.9	-11.1	-8.6	6.0
Apaf1 inhib	-13.7	3.6	25.1	2.9	-11.8	-4.2
